Screens from PubChem BioAssay.
Pin1 inhibitor: blocks the human prolyl isomerase Pin1; Q13526; Pin1 FP peptide displacement, HiFluor488, 10 min; Potency, µM (doses to about 115 µM), for inactives: at the highest dose activity, negative = inhibition, most hits filed as inhibitors; actives 0.009% (n = 390,000); AID 504891; active = well fitted inhibition curve with a large enough effect in the polarisation, with a control signal flat, not every such curve was filed as active; inconclusive = small, poorly fitted or top-dose-only effect, or effect the other way, or a change in a side signal; inactive = no such curve, though single readings can be large or run the other way; the % refers to the polarisation; note: potency is the fitted concentration of half-maximal effect; % is set by controls: 0 for no effect and ±100 for the full control effect
GLS inh: glutaminase GLS (human) inhibition. O94925. GLS enzymatic activity, qHTS titration. Potency, µM (doses to about 45.5 µM), for inactives: top-dose activity change, negative = inhibition, most hits filed as inhibitors. actives 0.21% (n = 410,000). AID 624170; note: potency is the fitted concentration of half-maximal effect; % is set by controls: 0 for no effect and ±100 for the full control effect
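Two-point fluorescence kinetic (t0, 30 min RT) for hKGA; glutamate detected via glutamate oxidase–HRP–Amplex Red. Substrate: 1 mM L-glutamine solution; buffer 45 mM KH2PO4, pH 8.2.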
HP1b chromo inh: inhibitors of HP1-beta chromodomain binding to methylated histone tails; actives 0.56% (n = 390,000); AlphaScreen HP1-beta / biotin-H3K9me3 peptide binding; Potency, µM (top dose mostly 114 µM), inactives show top-dose activity change, negative = inhibition, most hits filed as inhibitors; note: potency is the fitted concentration of half-maximal effect; nearly all actives have a fitted effect of over 70% in size; inactives centre near 23
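AlphaScreen: HP1-beta (50 nM) preformed 30 min with biotin-H3(1-18)K9me3 peptide (50 nM) in PBS pH 7.4, 0.01% Tween-20. Compound added for 30 min at RT, then streptavidin donor/nickel chelate acceptor beads (10 ug/mL) for 30 min.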
rTrxR1 inhibitor: rat TrxR1 inhibition. O89049. recombinant rTrxR1, NADPH fluorescence consumption, selenite substrate. Potency, µM (series often up to 114 µM), for inactives: at the highest dose activity change, negative = inhibition, most hits filed as inhibitors. actives 1% (n = 390,000). AID 588453; note: potency is the fitted concentration of half-maximal effect; % is set by controls: 0 for no effect and ±100 for the full control effect; nearly all actives have a fitted effect of over 65% in size
Target sequence (O89049 whole entry, looked up): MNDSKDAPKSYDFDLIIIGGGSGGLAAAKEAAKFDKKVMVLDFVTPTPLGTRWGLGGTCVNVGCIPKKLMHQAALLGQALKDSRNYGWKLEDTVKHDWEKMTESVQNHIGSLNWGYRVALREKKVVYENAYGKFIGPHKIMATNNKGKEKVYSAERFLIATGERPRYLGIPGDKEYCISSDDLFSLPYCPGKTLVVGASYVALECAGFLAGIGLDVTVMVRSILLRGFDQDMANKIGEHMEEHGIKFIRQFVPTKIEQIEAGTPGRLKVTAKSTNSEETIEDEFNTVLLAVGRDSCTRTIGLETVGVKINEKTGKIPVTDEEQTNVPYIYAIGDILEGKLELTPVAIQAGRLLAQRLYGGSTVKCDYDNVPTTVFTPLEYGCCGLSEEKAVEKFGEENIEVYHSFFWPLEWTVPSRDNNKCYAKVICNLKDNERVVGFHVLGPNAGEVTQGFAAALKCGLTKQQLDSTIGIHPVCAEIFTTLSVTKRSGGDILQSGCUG
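Rat TrxR1 (90 nM in the dispensed reagent) was pre-reduced with 400 uM NADPH for 5 min at room temperature, then incubated with compound for 15 min. After 400 uM selenite was added, NADPH fluorescence (Ex 340/Em 450 nm) was followed for 8 min.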
mIDH1 inhibitor: blocks human mutant IDH1 R132H enzyme; O75874; IDH1-R132H enzyme, NADPH consumption, diaphorase/resazurin fluorescence; Potency, µM (top dose mostly 76.6 µM), inactives show at the highest dose activity change, negative = inhibition, usual class: inhibitors; actives 0.093% (n = 390,000); AID 602179; note: potency is the fitted concentration of half-maximal effect; % is set by controls: 0 for no effect and ±100 for the full control effect; nearly all actives have a fitted effect of over 65% in size
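IDH1-R132H (0.5 ug/mL) preincubated 30 min with compound, then NADPH (0.016 mM) and alpha-KG (2 mM) added; 80 min at RT, pH 7.5. Remaining NADPH coupled via diaphorase/resazurin to fluorescence (540/590 nm); concentration-response curves normalized to no-enzyme control.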
USP1 inh: USP1/UAF1 (human) deubiquitinase inhibition; O94782; AID 743255; actives 0.23% (n = 390,000); recombinant USP1/UAF1, Ub-Rhodamine cleavage fluorescence; Potency, µM (doses to about 57.1 µM), inactives show at the top dose activity change, negative = inhibition, hits mostly inhibitors; note: potency is the fitted concentration of half-maximal effect; % is set by controls: 0 for no effect and ±100 for the full control effect; nearly all actives have a fitted effect of over 60% in size; inactives centre near -12
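Step one: compound is pinned into 1nM USP1/UAF1 in HEPES pH 7.8 buffer with TCEP. Step two: 15 min room-temperature incubation. Step three: Ub-Rho (150nM final) starts cleavage, tracked by fluorescence over six one-minute reads.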
PGK inhibitor: blocks T. brucei phosphoglycerate kinase | P07378 | PGK/GAPDH coupled, Kinase-Glo luminescence, 60 min | Potency, µM (series often up to 57.5 µM), without a hit: top-dose activity change, negative = inhibition, most hits filed as inhibitors | actives 0.043% (n = 380,000) | AID 602233; note: potency is the fitted concentration of half-maximal effect; % is set by controls: 0 for no effect and ±100 for the full control effect; nearly all actives have a fitted effect of over 60% in size
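Recombinant glycosomal PGK reaction used 1,3-bisphosphoglycerate generated in-well by GAPDH (100nM final) in 100mM TEA pH 7.6, 5mM MgCl2, 0.01% Tween-20. After 60 minutes at room temperature, ATP was read by Kinase-Glo Plus luminescence end-point.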
PI4K2A inh: blocks human PI4K2A kinase activity; actives 0.13% (n = 420,000); purified PI4K2A, ADP-Glo luminescence, 1 h; active compounds read low; Q9BTU6; activity change, negative = inhibition, % at 76.9 µM; in the data active = activity change below about -50%; inconclusive = mostly about -30% to -49%;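 note: -100% = wells without enzyme as full effect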
Target sequence (Q9BTU6 whole entry, looked up): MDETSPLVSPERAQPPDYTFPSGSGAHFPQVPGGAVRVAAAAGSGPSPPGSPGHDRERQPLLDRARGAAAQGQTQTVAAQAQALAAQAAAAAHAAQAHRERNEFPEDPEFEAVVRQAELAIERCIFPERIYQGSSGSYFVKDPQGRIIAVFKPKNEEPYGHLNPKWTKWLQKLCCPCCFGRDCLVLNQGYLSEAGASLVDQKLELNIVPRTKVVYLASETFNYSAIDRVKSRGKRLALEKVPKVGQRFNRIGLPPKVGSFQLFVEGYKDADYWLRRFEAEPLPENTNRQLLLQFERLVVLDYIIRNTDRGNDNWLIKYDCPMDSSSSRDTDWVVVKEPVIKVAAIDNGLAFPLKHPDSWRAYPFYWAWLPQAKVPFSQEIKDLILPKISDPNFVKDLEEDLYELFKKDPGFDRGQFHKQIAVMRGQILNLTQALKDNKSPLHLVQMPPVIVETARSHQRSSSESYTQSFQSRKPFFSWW
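PI4K2A activity was measured by ADP-Glo luminescence: enzyme (4 ug/mL stock) and phosphatidylinositol (1.2 mM stock) in Tris pH 7.5/MgCl2/EGTA/Triton X-100 buffer were reacted with ATP (300 microM stock) for one hour at ambient temperature.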
TrxR1 substrate: is turned over as a substrate by rat TrxR1 | O89049 | actives 0.01% (n = 390,000) | purified TrxR1 substrate turnover, NADPH consumption readout | AID 588456 | Potency, µM (titrated, usually from 114 µM), for the others: top-dose activity change, negative = substrate turnover; note: potency is the fitted concentration of half-maximal effect; % is set by controls: 0 for no effect and ±100 for the full control effect; nearly all actives have a fitted effect of over 50% in size
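Rat TrxR1, dispensed at 90 nM, was prereduced with 400 uM NADPH (final) for 5 min at ~22 deg C, then incubated with compound 15 min before 400 uM selenite. A first-read NADPH fluorescence drop versus no-compound background flagged substrates.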
* marks the source's active call; other numbers are inactive results; i = inactive; ? = inconclusive; nt = no result given; [ ] = remark or other dose. Unless noted, calls come from the whole dose curve; as a rule, active = well fitted curve in the direction sought with a large enough effect; inconclusive = small, poorly fitted or top-dose-only effect, or another doubt; inactive = no such curve, though single readings can be large; an effect the other way counts as inactive or inconclusive.

No.	Molecule	Pin1 inhibitor	GLS inh	HP1b chromo inh	rTrxR1 inhibitor	mIDH1 inhibitor	USP1 inh	PGK inhibitor	PI4K2A inh	TrxR1 substrate
1	CN(C)c1ccnc(SCc2ccccc2Cl)c1C#N	2%	-7%	105%[activator]	7%	-1%	-19%	-5%	-6	7%
2	COc1ccc(N(CC(=O)Nc2c(C)n(C)n(-c3ccccc3)c2=O)S(=O)(=O)c2ccc(C)cc2)cc1OC	-1%	1%	4%	6%	8%	-13%	-7%	-3	-5%
3	CCCSc1sc(C(=O)OC)c(-c2cccs2)c1C#N	2%	11%	154%[activator]	3%	-12%	-13%	1%	4	-5%
4	CCCN1CCN(CCNC(=O)Nc2ccccc2OCC)CC1	-1%	2%	30%	6%	-6%	-13%	-3%	-3	-7%
5	Cn1c(=O)c2c(-c3ccc(Cl)cc3)n(CCc3ccccc3)cc2n(C)c1=O	7%	3%	-17%	37%[activator]	-16%	-24%	6%	0	42%[activator]
6	Cc1nc(NC(=O)CSc2nnnn2Cc2ccccc2)sc1C	1%	2%	0%	6%	5%	-14%	-9%	3	0%
7	COc1cc(C(=O)CCc2ccc3c(c2)OCO3)cc(OC)c1OC	-5%	-47%	22%	7%	9%	-3%	-3%	5	-10%
8	O=c1[nH]nc(Cc2ccc(-c3ccc(Cl)cc3)o2)c2ccccc12	5%	8%	6%	9%	0%	-15%	0%	5	8%
9	O=C(Nc1ccc2c(c1)OCO2)C1CC(c2ccc(Cl)cc2)=NO1 (configuration not stated)	-1%	-18%	48%	-6%	0%	-13%	-2%	1	-6%
10	COc1cccc(NC(=O)c2ccc[n+](C)c2)c1	1%	-5%	39%	13%	-4%	-19%	nt	-11	-2%
11	COC(=O)c1c(SCc2ccc(C#N)cc2)nc(=O)[nH]c1C	14%	-3%	29%	15%	0%	-27%	-6%	-1	-2%
12	CN1CCN(C(c2cccc(Br)c2)c2sc3nc(-c4ccco4)nn3c2O)CC1 (configuration not stated)	-16%	15%	18%	0%[57.1 µM]	-7%	-15%	7%	2	-5%[57.1 µM]
13	CC(=O)N1CCN(CC(=O)Nc2ccc([N+](=O)[O-])cc2Br)CC1	0%	0%	27%	7%[57.1 µM]	-8%	3%	3%	5	-5%
14	Cc1cc(C)nc(SCc2nc3nc(C)cc(C)n3c2Br)n1	7%	0%	24%	0%	0%	-10%	nt	-1	82%[activator]
15	COc1ccc(Cl)cc1Nc1ncnc2sc(C)c(S(=O)(=O)N3CCC(C)CC3)c12	0%	0%	36%	40%[activator]	4%	2%	2%	0	51%[activator]
16	CCN=C1SC(CC(=O)NC2CCCCC2)C(=O)N1CC (configuration not stated)	-9%	4%	29%	1%	-1%	-17%	-2%	2	3%
17	CC(C)CC(=O)N1CCN(c2ccc([N+](=O)[O-])c(NCc3ccccc3)c2)CC1	-1%	11%	?	5%	3%	-21%	14%	2	-12%
18	C[C@H](NC(=O)Nc1ccc2c(c1)OCCO2)C(=O)O	-10%	10%	22%	7%	-8%	0%	7%	3	-6%
19	CNC(=O)NC(=O)COC(=O)c1cccc(S(=O)(=O)N2CC3(C)CC2CC(C)(C)C3)c1 (configuration not stated)	-8%	-1%	12%	-5%	6%	-7%	-1%	-1	-12%
20	COc1ccc(CCC(=O)Nc2ccc(Br)cn2)cc1	0%	-10%	28%	13%	9%	-18%	-5%	0	8%
21	O=C(CSc1nnc(-c2cccnc2)n1Cc1ccco1)N1c2ccccc2Sc2ccccc21	-5%	3%	-2%	-16%[57.1 µM]	-3%	-5%	-8%	-3	-1%[57.1 µM]
22	O=C(CCC1CCCCC1)Nc1cccc(C(=O)Nc2ccc(C(=O)O)cc2)c1	-10%	-1%	56%[activator]	17%	9%	-11%	-2%	-3	0%
23	C[C@H]1CN([C@@H](C)CO)C(=O)CCCn2nncc2CO[C@@H]1CN(C)S(=O)(=O)c1cccc(F)c1	nt	2%	nt	nt	3%	-17%	-2%	0	nt
24	CSc1nsc(SCC(=O)Nc2ccc(C(N)=O)cc2)n1	-1%	-12%	-5%	13%	-3%	-3%	-2%	-1	-1%
25	Cc1ccccc1OCC(=O)NNC(=O)CCc1ccccc1	0%	12%	33%	17%	4%	-17%	nt	-1	5%
26	Cc1nn(-c2ccccc2)c(OC(=O)c2ccccc2)c1S(=O)(=O)c1ccccc1	0%	40%[activator]	-1%	14%	-1%	?	-2%	1	4%
27	Cc1ccc(N2C(=O)C(Cc3ccccc3)NC2=S)cc1 (configuration not stated)	-8%	15%	33%	12%	6%	?	-3%	0	8%
28	Cc1c(CCNC(=O)c2ccc(C(F)(F)F)cc2)sc2nc(-c3ccc(F)cc3)nn12	-1%	-13%	-12%	23%[57.1 µM]	1%	-3%	-1%	-5	0%[57.1 µM]
29	Cc1ccc(S(=O)(=O)CCC(=O)OCC(=O)N2CCc3ccccc32)cc1	2%	-15%	6%	7%	2%	1%	-2%	2	-1%
30	CC(=O)c1nc(N2C(=O)CC(Cc3cccc(C)c3)C2=O)sc1C (configuration not stated)	0%	5%	29%	-6%[57.1 µM]	3%	-13%	-8%	-4	1%[57.1 µM]

Reformatted with values under each structure: 5 of the compounds above
Below each compound: Pin1 inhibitor	GLS inh	HP1b chromo inh	rTrxR1 inhibitor	mIDH1 inhibitor	USP1 inh	PGK inhibitor	PI4K2A inh	TrxR1 substrate
(24) CSc1nsc(SCC(=O)Nc2ccc(C(N)=O)cc2)n1
→ -1%	-12%	-5%	13%	-3%	-3%	-2%	-1	-1%
(19) CNC(=O)NC(=O)COC(=O)c1cccc(S(=O)(=O)N2CC3(C)CC2CC(C)(C)C3)c1 (configuration not stated)
→ -8%	-1%	12%	-5%	6%	-7%	-1%	-1	-12%
(18) C[C@H](NC(=O)Nc1ccc2c(c1)OCCO2)C(=O)O
→ -10%	10%	22%	7%	-8%	0%	7%	3	-6%
(29) Cc1ccc(S(=O)(=O)CCC(=O)OCC(=O)N2CCc3ccccc32)cc1
→ 2%	-15%	6%	7%	2%	1%	-2%	2	-1%
(16) CCN=C1SC(CC(=O)NC2CCCCC2)C(=O)N1CC (configuration not stated)
→ -9%	4%	29%	1%	-1%	-17%	-2%	2	3%

Returning to the listing; the 3 compounds before the break are reprinted first.
No.	Molecule	Pin1 inhibitor	GLS inh	HP1b chromo inh	rTrxR1 inhibitor	mIDH1 inhibitor	USP1 inh	PGK inhibitor	PI4K2A inh	TrxR1 substrate
28	Cc1c(CCNC(=O)c2ccc(C(F)(F)F)cc2)sc2nc(-c3ccc(F)cc3)nn12	-1%	-13%	-12%	23%[57.1 µM]	1%	-3%	-1%	-5	0%[57.1 µM]
29	Cc1ccc(S(=O)(=O)CCC(=O)OCC(=O)N2CCc3ccccc32)cc1	2%	-15%	6%	7%	2%	1%	-2%	2	-1%
30	CC(=O)c1nc(N2C(=O)CC(Cc3cccc(C)c3)C2=O)sc1C (configuration not stated)	0%	5%	29%	-6%[57.1 µM]	3%	-13%	-8%	-4	1%[57.1 µM]
31	COc1ccc(N2C(N)=C(C#N)C(c3cc(CN4CCOCC4)cs3)C3=C2CCCC3=O)cc1 (configuration not stated)	4%	12%	45%[activator]	7%[57.1 µM]	0%	-20%	-12%	-2	-2%[57.1 µM]
32	O=C(O)c1cc(N/N=C/c2ccc(-c3ccccc3)cc2)ccc1Cl	?	?	-25%	-3%	0%	-21%	nt	-3	-5%
33	CCOc1ccc(-n2nnc3c(=O)n(CC(=O)N4CCCc5ccccc54)cnc32)cc1	60%[activator]	0%	40%[activator]	5%[57.1 µM]	3%	-14%	-9%	-5	7%[57.1 µM]
34	COC(CNC(=O)c1ccc2c(=O)n(Cc3ccc4c(c3)OCO4)c(=S)[nH]c2c1)OC	0%	-1%	24%	18%	6%	-12%	-4%	4	0%
35	C[C@H]1CN(S(=O)C(C)(C)C)[C@H](CCO)/C1=C\CCO (some centres not stated)	-5%	-3%	52%[activator]	?	-7%	-18%	-9%	-1	-2%
36	COC(=O)c1c(NC(=O)CCCOc2ccccc2C)sc2c1CCC2	19%	2%	23%	-13%	13%	-22%	-9%	1	7%
37	Nc1nc(Nc2cccc(Cl)c2)nc(NCc2ccco2)c1[N+](=O)[O-]	14%	-2%	-20%	-8%	0%	?	i	2	-5%
38	CCCCN(CCCC)C(=O)c1nsnc1-c1ccccc1O	-1%	12%	22%	-3%	2%	-16%	-5%	2	9%
39	Cc1ccccc1S(=O)(=O)N(C)C[C@@H]1OCc2cnnn2CCCC(=O)N([C@@H](C)CO)C[C@@H]1C	nt	0%	nt	nt	-3%	-2%	-1%	9	nt
40	Cc1nc2ccc(S(=O)(=O)NC(CC(C)C)C(=O)N3CCN(c4ccc(F)cc4)CC3)cc2s1 (configuration not stated)	14%	13%	24%	19%	-2%	9%	6%	-6	-3%
41	COC(=O)CSc1nc(NC#N)nc(NC(C)(C)C)n1	-3%	2%	34%	26%	4%	-9%	i	-3	2%
42	O=C(c1c[nH]c(C(=O)N2CCN(c3ccccc3F)CC2)c1)c1cccc(Cl)c1Cl	15%	3%	11%	17%	-2%	-10%	-1%	4	-4%

The list is partial (hit frequency here may not be typical).
